Source: PubChem (several laboratories)
phage Ecoli inh: growth loss of phage-infected E. coli, primary screen, RecBCD inhibitor project, absorbance, with phage, HTS. inhibition, % at 11.9 µM. hit rate 0.26% among 360,000; in the data active = inhibition above about 11%
Ecoli viability: E. coli V3065 growth inhibition, primary screen, counter-screen for AddAB inhibitor project, absorbance, OD600; AID 449728, 2010; 18 h; inhibition, % at 11.9 µM; hit rate 0.27% among 330,000;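 active = inhibition above the campaign's mean inhibition across all tested compounds plus 3 SD, cut at about 9.9% in these data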;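 note: uninfected addAB+ strain grown without phage in ampicillin broth; 0% = DMSO wells and 100% = ciprofloxacin 0.95 µg/ml wells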
AddAB inh: growth inhibition of E. coli expressing H. pylori AddAB, primary screen, AddAB inhibitor project, absorbance; inhibition, % at 11.9 µM; hit rate 0.29% among 330,000; AID 435030, 2010; in the data active = inhibition above about 12%;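 note: 0% = vehicle wells of infected cells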
Wnt bcat act: Wnt/beta-catenin pathway activators, primary screen, cell-based, plate reader, single point. hit rate 1.2% among 300,000. activation, % at 9.35 µM. AID 743398, 2014. Wnt/beta-catenin reporter cell assay, activator; in the data active = activation above about 30%, passing the limit was not always enough; inconclusive = no clear call, values can overlap the other calls;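 note: 0% = neutral control wells and 100% = positive control wells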
SR-BI HDL uptake: inhibitors of SR-BI mediated HDL lipid uptake, primary screen, ldlA[mSR-BI] cells, fluorescence, single point; inhibition, % at 12.5 µM; Scavenger receptor class B member 1 (Mus musculus), Q61009; hit rate 0.96% among 320,000; ldlA[mSR-BI] CHO cells, DiI-HDL uptake fluorescence, 3 h;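 active = mean replicate inhibition of at least 70% and a set share of replicates each scoring 70 or more; inconclusive = meets just one of the two criteria; inactive = fails both criteria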;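 note: 0% = median of neutral control wells and 100% = median of positive control wells; values of inactives mirror those of a sister screen read the other way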
Target sequence (Q61009 whole entry, looked up): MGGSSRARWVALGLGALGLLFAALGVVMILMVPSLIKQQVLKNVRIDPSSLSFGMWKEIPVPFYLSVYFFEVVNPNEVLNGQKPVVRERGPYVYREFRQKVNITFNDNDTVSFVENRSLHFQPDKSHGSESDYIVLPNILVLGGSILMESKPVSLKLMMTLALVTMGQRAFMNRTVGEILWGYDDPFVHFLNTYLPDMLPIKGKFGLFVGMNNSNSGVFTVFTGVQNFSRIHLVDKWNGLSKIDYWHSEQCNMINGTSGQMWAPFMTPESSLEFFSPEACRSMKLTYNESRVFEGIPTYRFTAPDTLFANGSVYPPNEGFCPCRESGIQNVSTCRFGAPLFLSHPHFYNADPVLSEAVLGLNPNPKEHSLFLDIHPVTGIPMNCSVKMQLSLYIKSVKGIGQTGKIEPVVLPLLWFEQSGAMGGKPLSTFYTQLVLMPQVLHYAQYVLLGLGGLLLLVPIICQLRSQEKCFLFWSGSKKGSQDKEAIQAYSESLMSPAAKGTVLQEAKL
SR-BI DiI-HDL act: activators of SR-BI mediated DiI-HDL uptake, primary screen, ldlA[mSR-BI] CHO cells, DiI fluorescence; 3 h; 100 = double the neutral-control signal; hit rate 0.096% among 320,000; activation, % at 12.5 µM;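 active = mean replicate activation of at least 60% and every replicate at or above 60%; inconclusive = mean or all-replicate condition met, but not both; inactive = mean below 60% and not all replicates reaching 60%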;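 note: 0% = median plate neutral-control signal and 100% = twice that signal; values of inactives mirror those of a sister screen read the other way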
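Material: SR-BI-overexpressing, LDLR-lacking CHO cells | Dosing: Single compound concentration, delivered by pin transfer | Probe or stimulus: Labelled HDL, 10 µg/mL | Signal: Bottom-read cell fluorescence after medium removal, ex 550/em 595 nm | Schedule: 3 h, 37 °C | Evaluation: HDL uptake via cellular fluorescence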
CAL PDZ FP-1: untagged CAL PDZ binding inhibitors, primary screen, biochemical, fluorescence polarization, HTS. purified CAL PDZ, TMR-peptide fluorescence polarization, 1 h. inhibition, % at 24.9 µM. hit rate 0.92% among 300,000. AID 602252, 2012;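 active = mean inhibition of at least 30% with at least half of replicates also reaching 30%; inconclusive = no clear call, values can overlap the other calls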;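 note: 0% = DMSO neutral control and 100% = excess unlabeled competitor peptide PRC23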
MITF TRPM1 HTS: activators of MITF-driven TRPM1 promoter reporter, primary screen, cell-based, SK-MEL-5, luciferase, single point. SK-MEL-5 TRPM1-promoter luciferase, 24 h; % of positive control, neutral wells = 0. activation, % at 12.5 µM. hit rate 0.75% among 300,000. AID 588334, 2011;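 active = mean activation of at least 80% with every replicate also reaching 80%; inconclusive = mean reaches 80% but some replicate falls short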;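 note: 0% = neutral control wells and 100% = parthenolide positive control wells; values of inactives mirror those of a sister screen read the other way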
CAL PDZ FP-2: CAL PDZ peptide-binding inhibitors, primary screen, biochemical, fluorescence polarization, Cer-tagged CAL PDZ, HTS. Golgi-associated PDZ and coiled-coil motif-containing protein (Homo sapiens), Q9HD26. hit rate 0.02% among 330,000. purified CAL PDZ, TMR-peptide fluorescence polarization, 1 h. AID 504414, 2011. inhibition, % at 20 µM;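 active = highest replicate inhibition of at least 40%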;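 note: plate controls were DMSO neutral control wells for no effect and unlabeled competitor peptide control wells for full effect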
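System: purified tagged CAL PDZ domain construct (CerCALP). Schedule: 1 h incubation at room temperature before polarization reading. Medium: 25 mM sodium phosphate pH 7.4, 150 mM NaCl, TCEP, IgG, Thesit. Read-out: percent inhibition from loss of millipolarization. Measured by: FP readout, S and P plane fluorescence. Probe or stimulus: fluorescent TMR peptide probe.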
Tat transport: E. coli Tat export inhibitors, primary screen, MC4100, TorA-mCherry reporter, fluorescence, single point; inhibition, % at 10 µM; AID 488895, 2010; hit rate 0.036% among 340,000;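 active = mean replicate inhibition at least 50% and at least half of replicates individually reaching 50%; inconclusive = only one of the two criteria met; inactive = neither criterion met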;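 note: exported cargo escapes ClpAP degradation while cytoplasmic cargo is degraded and loses fluorescence; 0% = median of neutral control wells and 100% = median of NaSCN control wells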
Starred values were filed as active, the others as inactive.

Screening Cc1ccc(Cn2c(=O)oc3ccccc32)cc1 returned phage Ecoli inh 1.2, Ecoli viability -0.8, AddAB inh 1.5, Wnt bcat act 1, SR-BI HDL uptake -19, SR-BI DiI-HDL act 19, CAL PDZ FP-1 2, MITF TRPM1 HTS -8, CAL PDZ FP-2 -2.4 and Tat transport inconclusive.
`Cc1ccccc1CS(=O)(=O)Cc1ccc(C(=O)NC2CCCC2)o1` gave phage Ecoli inh 1.6, Ecoli viability 0.6, AddAB inh 5.6, Wnt bcat act -3, SR-BI HDL uptake -4, SR-BI DiI-HDL act 4, CAL PDZ FP-1 -12, MITF TRPM1 HTS -9, CAL PDZ FP-2 0.4 and Tat transport -4.
Screening CN1CCN(C(=O)/C=C\C(=O)O)CC1 returned phage Ecoli inh 5.5, Ecoli viability -0.6, AddAB inh 2.3, Wnt bcat act -1, SR-BI HDL uptake 3, SR-BI DiI-HDL act -3, CAL PDZ FP-1 -2, MITF TRPM1 HTS 4, CAL PDZ FP-2 0.9 and Tat transport -2.
Screening CCOC(=O)C1CCCN(C(=O)COc2ccccc2O)C1 (stereo not drawn) returned phage Ecoli inh -1.8, Ecoli viability -2.1, AddAB inh 0.4, SR-BI HDL uptake -1, SR-BI DiI-HDL act 1, CAL PDZ FP-2 1.1 and Tat transport 5.
CN1CCN(C2=Cc3ccccc3Sc3cc(F)ccc32)CC1 was read as phage Ecoli inh 2.4, Ecoli viability -0.1, AddAB inh 3.2, Wnt bcat act 0, SR-BI HDL uptake 14, SR-BI DiI-HDL act -14, CAL PDZ FP-1 -2, MITF TRPM1 HTS 37, CAL PDZ FP-2 -0.9 and Tat transport 10.
Screening O=C(c1ccc2ccccc2c1)C1CCCN(C(=O)CCn2cnnn2)C1 (stereo not drawn) returned phage Ecoli inh 1.8, Ecoli viability 0.2, AddAB inh -1.8, Wnt bcat act -2, SR-BI HDL uptake -14, SR-BI DiI-HDL act 14, CAL PDZ FP-1 -1, MITF TRPM1 HTS -9, CAL PDZ FP-2 -10 and Tat transport 1.
`Nc1nc(Cl)cc(NCCc2ccc(O)cc2)n1` gave phage Ecoli inh 4.3, Ecoli viability 1.8, AddAB inh -0.3, Wnt bcat act -8, SR-BI HDL uptake -12, SR-BI DiI-HDL act 12, CAL PDZ FP-1 5, MITF TRPM1 HTS -13, CAL PDZ FP-2 -1.1 and Tat transport 1.
For CSc1ccccc1OCc1cc(C(=O)N(C)CCn2nc(C)cc2C)no1 the results were phage Ecoli inh 0.2, Ecoli viability -1.4, AddAB inh 0.9, Wnt bcat act 3, SR-BI HDL uptake 30, SR-BI DiI-HDL act -30, CAL PDZ FP-1 7, MITF TRPM1 HTS 15, CAL PDZ FP-2 1.1 and Tat transport 0.
CCCS(=O)(=O)N1CCCC(C(=O)NCCc2ccccc2)C1 (stereo not drawn) was read as phage Ecoli inh 1.7, Ecoli viability -3.4, AddAB inh -0.2, Wnt bcat act 2, SR-BI HDL uptake -6, SR-BI DiI-HDL act 6, CAL PDZ FP-1 0, MITF TRPM1 HTS 14, CAL PDZ FP-2 -0.4 and Tat transport -7.
O=[N+]([O-])c1cc(C(F)(F)F)cc([N+](=O)[O-])c1NN=C1CCCCC1 was read as phage Ecoli inh 3.5, Ecoli viability -0.9, AddAB inh -0.9, SR-BI HDL uptake -10, SR-BI DiI-HDL act 10, CAL PDZ FP-1 -1, MITF TRPM1 HTS 15, CAL PDZ FP-2 -0.8 and Tat transport 9.
Screening CCOC(=O)c1c(C)sc2c1N(C(=O)CN(CC)CC)c1cc(Cl)ccc1S2 returned phage Ecoli inh 3.2, Ecoli viability -2.7, AddAB inh 1.9, SR-BI HDL uptake -10, SR-BI DiI-HDL act 10, MITF TRPM1 HTS -13, CAL PDZ FP-2 0.6 and Tat transport -3.
`CCC(C)NC(=O)c1c(-c2cc(Cl)c(OC)c(Cl)c2)noc1C` (stereo not drawn) gave phage Ecoli inh 4.1, Ecoli viability -0.3, AddAB inh 4.2, Wnt bcat act -4, SR-BI HDL uptake -6, SR-BI DiI-HDL act 6, MITF TRPM1 HTS 7, CAL PDZ FP-2 -0.7 and Tat transport 2.
Screening CC(C)CCNC(=O)c1ccc(NC(=O)C2=CSCCO2)cc1 returned phage Ecoli inh 6.0, Ecoli viability 0.6, AddAB inh 4.6, Wnt bcat act 6, SR-BI HDL uptake 25, SR-BI DiI-HDL act -25, CAL PDZ FP-1 5, MITF TRPM1 HTS 23, CAL PDZ FP-2 -2.9 and Tat transport -2.
For CCN(CC)CCN(C)Cc1ccc(Br)cc1 the results were phage Ecoli inh -0.9, Ecoli viability 1.5, AddAB inh -0.1, SR-BI HDL uptake -7, SR-BI DiI-HDL act 7, CAL PDZ FP-1 -1, MITF TRPM1 HTS 9, CAL PDZ FP-2 0.0 and Tat transport 5.
O=C1CC(c2ccco2)Cc2nc(Nc3nc(-c4ccccc4)c4ccccc4n3)ncc21 (stereo not drawn) was read as phage Ecoli inh 1.6, Ecoli viability -0.9, AddAB inh -1.3, SR-BI HDL uptake 29, SR-BI DiI-HDL act -29, CAL PDZ FP-1 -2, MITF TRPM1 HTS 5, CAL PDZ FP-2 -0.5 and Tat transport 4.
Screening C/C(=N\NC(=O)CCCC(=O)O)c1c(-c2ccccc2)c2cc(Cl)ccc2[nH]c1=O returned phage Ecoli inh 0.8, Ecoli viability 0.2, AddAB inh 0.2, Wnt bcat act -2, SR-BI HDL uptake -13, SR-BI DiI-HDL act 13, CAL PDZ FP-1 -4, MITF TRPM1 HTS -1, CAL PDZ FP-2 -1.0 and Tat transport 6.
`O=C1C(=O)N(CCO)C(c2ccc(Br)cc2)/C1=C(\O)c1ccccc1` (stereo not drawn) gave phage Ecoli inh 1.8, Ecoli viability -0.3, AddAB inh -0.5, Wnt bcat act 4, SR-BI HDL uptake -20, SR-BI DiI-HDL act 20, CAL PDZ FP-1 -1, CAL PDZ FP-2 0.0 and Tat transport -8.
Screening C(=NOCCc1ccccc1)c1ccccn1 returned phage Ecoli inh 2.5, Wnt bcat act 7, SR-BI HDL uptake -26, SR-BI DiI-HDL act 26, CAL PDZ FP-1 -1, MITF TRPM1 HTS 46, CAL PDZ FP-2 -1.4 and Tat transport -3.
For Cc1ccc(C2SCC(C(=O)O)N2C(=O)c2ccc(F)cc2)cc1 (stereo not drawn) the results were phage Ecoli inh 4.4, Ecoli viability -1.5, AddAB inh -0.8, Wnt bcat act -7, SR-BI HDL uptake -15, SR-BI DiI-HDL act 15, CAL PDZ FP-1 -1, MITF TRPM1 HTS 1, CAL PDZ FP-2 -2.2 and Tat transport 11.
O=C(c1ccc(Br)cc1)N1CCCc2ccccc21 was read as phage Ecoli inh 2.7, Ecoli viability -0.6, AddAB inh 0.4, Wnt bcat act -1, SR-BI HDL uptake 45, SR-BI DiI-HDL act -45, CAL PDZ FP-1 -4, CAL PDZ FP-2 -0.2 and Tat transport -8.
COC(=O)c1ccc(CSc2nnc(NC(=O)C3CCCO3)s2)cc1 (stereo not drawn) was read as phage Ecoli inh 4.0, Ecoli viability 1.1, AddAB inh 0.2, SR-BI HDL uptake -8, SR-BI DiI-HDL act 8, CAL PDZ FP-1 -3, MITF TRPM1 HTS -11, CAL PDZ FP-2 0.9 and Tat transport -5.
CCOC(=O)c1ccc(NC(=O)Cn2nnc(-c3ccccc3F)n2)cc1 was read as phage Ecoli inh 1.8, Ecoli viability -0.5, AddAB inh 0.1, Wnt bcat act -2, SR-BI HDL uptake -3, SR-BI DiI-HDL act 3, CAL PDZ FP-1 -6, MITF TRPM1 HTS -3, CAL PDZ FP-2 -2.7 and Tat transport 0.
For COCCn1nnnc1C(C(C)C)N1CCN(C(=O)c2ccco2)CC1 (stereo not drawn) the results were phage Ecoli inh -0.6, Ecoli viability -3.4, AddAB inh -2.2, Wnt bcat act 0, CAL PDZ FP-1 4, MITF TRPM1 HTS 5, CAL PDZ FP-2 0.4 and Tat transport -10.
For O=C(OCCC1Oc2cccnc2NC1=O)c1ccc(Cl)cc1 (stereo not drawn) the results were phage Ecoli inh 2.1, Ecoli viability -0.1, AddAB inh -0.5, Wnt bcat act 0, SR-BI HDL uptake -8, SR-BI DiI-HDL act 8, CAL PDZ FP-1 6, MITF TRPM1 HTS 5, CAL PDZ FP-2 -0.5 and Tat transport -6.
`O=C(COC(=O)/C=C/c1cccs1)Nc1ccc(Cl)cc1F` gave phage Ecoli inh 4.0, Ecoli viability -0.8, AddAB inh -3.0, Wnt bcat act 0, SR-BI HDL uptake 3, SR-BI DiI-HDL act -3, CAL PDZ FP-1 -2, MITF TRPM1 HTS -2, CAL PDZ FP-2 0.2 and Tat transport 0.
`N/C(COc1ncn(-c2ccccc2)n1)=N\S(=O)(=O)c1ccc(Cl)cc1Cl` gave phage Ecoli inh 3.8, Ecoli viability 0.3, AddAB inh 1.3, Wnt bcat act 0, SR-BI HDL uptake -12, SR-BI DiI-HDL act 12, CAL PDZ FP-1 -2, MITF TRPM1 HTS 4, CAL PDZ FP-2 -2.7 and Tat transport 14.
`O=C(CCCN1C(=O)S/C(=C\C=C\c2ccccc2)C1=O)Nc1ccc(O)cc1` gave phage Ecoli inh 1.0, Ecoli viability 2.0, AddAB inh 1.5, Wnt bcat act 23, SR-BI HDL uptake 26, SR-BI DiI-HDL act -26, CAL PDZ FP-1 -1, MITF TRPM1 HTS 39, CAL PDZ FP-2 -2.4 and Tat transport -3.
`Cc1ccc(S(=O)(=O)N2CCC(C(=O)NNC(=O)c3ccccc3O)CC2)cc1` gave phage Ecoli inh 9.2, Ecoli viability 5.6, AddAB inh 10, Wnt bcat act -7, SR-BI HDL uptake 81*, SR-BI DiI-HDL act -81, MITF TRPM1 HTS -6, CAL PDZ FP-2 -0.3 and Tat transport -2.
`CCN(CC(=O)NCc1cccs1)C(=O)c1cccc(S(=O)(=O)N(C)C)c1` gave phage Ecoli inh 4.1, Ecoli viability -2.7, AddAB inh -1.9, Wnt bcat act -2, SR-BI HDL uptake -18, SR-BI DiI-HDL act 18, CAL PDZ FP-1 -2, MITF TRPM1 HTS 0, CAL PDZ FP-2 -0.8 and Tat transport -4.
O=C(Nc1nnc(-c2ccc3c(c2)OCCO3)o1)c1ccc(Cc2ccccc2)cc1 was read as phage Ecoli inh -3.3, Ecoli viability -5.0, AddAB inh -0.2, Wnt bcat act 0, SR-BI HDL uptake -8, SR-BI DiI-HDL act 8, MITF TRPM1 HTS 13, CAL PDZ FP-2 0.1 and Tat transport 1.
